V-ATPase pHluor = regulators of yeast V-ATPase proton pumping, primary screen, pHLuorin cytosolic pH fluorescence | S. cerevisiae | response, % at 10 µM | hit rate 0.37% among 350,000; in the data active means response mostly above about 7.3%, no sharp cut-off; inactive means mostly below about 5.4%; further: actives read high; inactives centre near 0; some compounds called inactive have numbers as strong as hits
CAL PDZ FP-1 = CAL PDZ peptide-binding inhibitors, primary screen, biochemical, fluorescence polarization, Cer-tagged CAL PDZ, HTS; Golgi-associated PDZ and coiled-coil motif-containing protein (Homo sapiens), Q9HD26; purified CAL PDZ, TMR-peptide fluorescence polarization, 1 h; inhibition, % at 20 µM; hit rate 0.02% among 330,000; AID 504414, 2011;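 active means highest replicate inhibition of at least 40%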;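 further: plate controls were DMSO neutral control wells for no effect and unlabeled competitor peptide control wells for full effect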
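Test system: tagged CAL PDZ domain / Buffer or medium: sodium phosphate/NaCl buffer pH 7.4 with TCEP, IgG, Thesit / Reagent: TMR-labelled reporter peptide T*-PRC34 bound in PDZ groove / Compound dosing: single point, 20 µM / Schedule: 1 h incubation at room temperature before polarization reading / Technique: fluorescence polarization (mP) / Benchmarks: unlabelled peptide, DMSO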
Keap1 Nrf2 FP = Keap1-Nrf2 protein-protein interaction inhibitors, primary screen, biochemical, fluorescence polarization, single point | Kelch-like ECH-associated protein 1 (Homo sapiens), Q14145 | hit rate 0.15% among 340,000 | inhibition, % at 9.4 µM | Keap1 Kelch-Nrf2 peptide fluorescence polarization, 1536-well | AID 504523, 2011; in the data active means inhibition above about 12%;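 further: human Keap1 Kelch domain with fluorescein labeled Nrf2 9mer peptide probe; 0% = neutral control wells and 100% = peptide positive control; higher means more block of Keap1 binding to Nrf2 peptide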
NSD2 inh = NSD2 histone methyltransferase inhibitors, primary screen, biochemical, AlphaScreen, single concentration, set 2 | inhibition, % at 12.5 µM | NSD2 peptide methylation, 120 min | Histone-lysine N-methyltransferase NSD2 (Homo sapiens), O96028 | hit rate 0.54% among 310,000 | AID 743445, 2014; in the data active means inhibition above about 50%
C-LANA FP = inhibitors of KSHV C-LANA binding to DNA, primary screen, biochemical, fluorescence polarization, FAM-LBS DNA, MBP-C-LANA, single point. Kaposi's sarcoma herpesvirus LANA C-terminal domain (residues 932-1162) DNA binding. inhibition, % at 9 µM. AID 504423, 2011. hit rate 0.078% among 340,000;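 active means highest replicate inhibition at or above 60% at 9 µM, even if other replicates fall short; inactive means all replicates below 60% inhibition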;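 further: 0% = neutral control wells and 100% = 4 µM acridine orange control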
Pemphigus Ab inh = inhibitors of pemphigus antibody binding to DSG3, primary screen, biochemical, bead-based, flow cytometry, scFv-GFP; Desmoglein-3 (Homo sapiens), P32926; DSG3-coupled beads, scFv-anti-DSG3-GFP binding; stronger effect = lower value; binding (percent of control), % at 10 µM; hit rate 0.48% among 310,000; AID 588358, 2011;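 active means binding more than 3 SD below its plate's average and above zero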; further: some compounds called inactive have numbers as strong as hits
Target sequence (P32926 whole entry, looked up): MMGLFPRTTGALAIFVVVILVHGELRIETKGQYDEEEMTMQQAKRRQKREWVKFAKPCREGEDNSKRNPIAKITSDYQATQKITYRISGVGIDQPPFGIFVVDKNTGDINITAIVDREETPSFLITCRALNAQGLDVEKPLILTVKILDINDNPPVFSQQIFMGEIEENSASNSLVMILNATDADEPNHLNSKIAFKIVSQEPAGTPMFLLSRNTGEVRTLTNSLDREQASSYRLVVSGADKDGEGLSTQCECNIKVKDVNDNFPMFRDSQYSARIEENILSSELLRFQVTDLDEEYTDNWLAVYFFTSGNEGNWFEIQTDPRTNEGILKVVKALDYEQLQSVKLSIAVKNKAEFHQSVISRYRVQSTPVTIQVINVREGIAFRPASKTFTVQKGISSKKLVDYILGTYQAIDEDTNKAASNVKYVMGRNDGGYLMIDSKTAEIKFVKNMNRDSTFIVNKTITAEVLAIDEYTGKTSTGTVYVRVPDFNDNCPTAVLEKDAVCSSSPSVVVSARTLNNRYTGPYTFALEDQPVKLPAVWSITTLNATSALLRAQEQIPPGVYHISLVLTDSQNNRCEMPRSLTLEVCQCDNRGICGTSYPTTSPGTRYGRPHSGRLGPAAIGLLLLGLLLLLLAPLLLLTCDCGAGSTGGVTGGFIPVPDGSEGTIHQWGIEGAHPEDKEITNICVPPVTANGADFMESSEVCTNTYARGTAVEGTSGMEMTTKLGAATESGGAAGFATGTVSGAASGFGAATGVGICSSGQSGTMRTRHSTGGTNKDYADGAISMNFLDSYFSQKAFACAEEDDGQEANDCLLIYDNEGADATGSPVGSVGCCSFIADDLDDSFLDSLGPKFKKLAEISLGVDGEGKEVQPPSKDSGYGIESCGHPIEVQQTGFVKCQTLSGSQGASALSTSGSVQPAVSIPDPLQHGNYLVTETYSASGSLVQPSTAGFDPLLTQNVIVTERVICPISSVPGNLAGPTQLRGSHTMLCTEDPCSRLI
DAGLB inh = DAGLB lipase inhibitors, primary screen, biochemical, fluorescence, HTS. HEK293T DAGLB membrane lysate, EnzChek fluorogenic substrate. inhibition, % at 5.17 µM. hit rate 0.059% among 340,000; in the data active means inhibition above about 34%;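 further: 0% = enzyme with vehicle and 100% = wells lacking enzyme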
Arrestin-AP2 inh = inhibitors of beta-arrestin/AP2 binding, primary screen, biochemical, GPCR trafficking, flow cytometry. beta-arrestin 1 C-terminal peptide binding to AP2 beta2-adaptin appendage (human). FITC-arrestin peptide / GST-AP2 beads; AP2 beta2 appendage carries R879A mutation. inhibition, % at 10 µM. hit rate 0.31% among 340,000. AID 504490, 2011;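 active means inhibition above a set limit, near 3 SD of compounds lacking own fluorescence, cut at about 54% in these data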;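 further: plate controls were DMSO wells for no effect and 5 µM unlabelled arrestin peptide for full effect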
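test system = AP2 appendage R879A on GSH beads | buffer or medium = PBS plus Tween 20 (0.05%) and BSA (0.1%) | incubation = 12 min plus 1 h, RT | detection = bead flow cytometry, FITC channel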
RTF Ca sens inh = cardiac RTF calcium sensitivity inhibitors, primary screen, biochemical, IANBD-TnC fluorescence, EC70 calcium. Troponin I, cardiac muscle (Homo sapiens) + Troponin T, cardiac muscle (Homo sapiens) + …. IANBD-labeled cardiac RTF, Ca2+ fluorescence. inhibition, % at 7.15 µM. hit rate 0.12% among 340,000. AID 493244, 2011;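 active means inhibition above the mean inhibition of all tested compounds plus 3 SD, cut at about 17% in these data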;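 further: assay run at fixed EC70 calcium of 1.6 mM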
CAL PDZ FP-2 = untagged CAL PDZ binding inhibitors, primary screen, biochemical, fluorescence polarization, HTS; Golgi-associated PDZ and coiled-coil motif-containing protein (Homo sapiens), Q9HD26; purified CAL PDZ, TMR-peptide fluorescence polarization, 1 h; AID 602252, 2012; inhibition, % at 24.9 µM; hit rate 0.92% among 300,000;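 active means mean inhibition of at least 30% with at least half of replicates also reaching 30%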;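 further: 0% = DMSO neutral control and 100% = excess unlabeled competitor peptide PRC23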
* = called active by the depositor; / = no result given. Some of the compounds tested; the hit share may differ from the screen's.

entry	mol	V-ATPase pHluor	CAL PDZ FP-1	Keap1 Nrf2 FP	NSD2 inh	C-LANA FP	Pemphigus Ab inh	DAGLB inh	Arrestin-AP2 inh	RTF Ca sens inh	CAL PDZ FP-2
1	CCn1nnnc1SCC(=O)NC1Cc2ccccc2C1	1	0.2	1	-5	1.4	110	1	1	0	/
2	C[C@H](CO)N1C[C@H](C)[C@@H](CN(C)Cc2ccccc2)Oc2c(NC(=O)C3CC3)cccc2C1=O	2	-1.3	-2	/	-0.3	99	-2	1	0	-1
3	Cc1nn(C(C)(C)C)c(OC(=O)c2cccs2)c1S(=O)(=O)c1ccccc1	3	-2.9	-6	3	0.4	106	-3	5	5	4
4	COC(CNC(=O)[C@H](CSCc1ccccc1)N1Cc2ccccc2C1=O)OC	-1	-1.7	0	-3	1.3	107	-1	-5	-14	-1
5	COc1cc(/C=C/C(=O)OCC(=O)c2ccccc2)cc(OC)c1OC	1	-0.2	0	-2	-0.8	99	-3	10	-6	-8
6	COc1ccc(CCN2C(=O)C(Oc3ccccc3C)C2c2ccc3c(c2)OCO3)cc1OC (stereo not given)	-4	-0.1	2	4	-1.8	103	-6	0	-7	2
7	Cc1cccc(C)c1OCC(O)CNS(=O)(=O)c1ccccc1C(=O)N1CCOCC1 (stereo not given)	3	0.3	1	0	0.7	97	0	9	-3	5
8	O=C(NCCc1ccccc1)c1cccnc1N1CCCCCC1	0	-1.3	-5	-1	-0.6	100	0	-6	-19	-4
9	CC(C)CNC(=O)c1cccc(NC(=O)c2ccc(Cl)c([N+](=O)[O-])c2)c1	2	-0.7	-2	-2	-0.3	91	-1	-2	-2	0
10	CC(=O)c1cccc(NC(=O)COC(=O)c2ccc3c(c2)OCO3)c1	1	-2.7	-7	8	-0.4	110	-5	-5	4	4
11	O=C(Cn1nnc(-c2ccc(Cl)cc2)n1)NC(=O)NC1CCCC1	3	/	/	-3	/	103	-5	/	/	/
12	O=C(NC(C(=O)N/N=C/c1cc([N+](=O)[O-])ccc1O)c1n[nH]c(=O)c2ccccc12)c1ccccc1 (stereo not given)	0	-0.8	-3	8	-1.0	/	26	-10	0	/
13	N#Cc1nc(COc2ccc(Br)cc2)oc1NCCCn1ccnc1	-1	-2.7	-5	-2	0.1	105	0	2	-9	-3
14	O=c1cc(NC2CCCCC2)[nH]c(=O)[nH]1	-2	-0.9	-1	-3	-0.7	/	0	-1	5	-2
15	CO[C@@H]1O[C@@H]2COC(c3ccccc3)O[C@@H]2[C@@H](OC)[C@@H]1O (stereo not given in full)	0	/	-3	1	-1.1	90	2	-3	4	-3
16	COc1ccc(NS(=O)(=O)c2ccc(OC)c(OC)c2)cc1OC	3	-0.7	0	1	0.5	104	-1	2	7	-4
17	OC1C=CSc2nc3ccccc3n21 (stereo not given)	2	-1.1	-1	1	-0.5	/	0	1	-11	-3
18	CCn1cc(C(=O)N2CCN(C(=O)c3ccco3)CC2)c2cc(OC)c(OC)cc2c1=O	-1	-0.5	-6	-2	-0.7	106	0	-6	-6	0
19	N#Cc1cccc(NC(=O)CN2NS(=O)(=O)c3ccccc3C2=O)c1	-1	-0.9	-5	-6	-1.3	97	-3	-6	1	-4
20	O=C(CN1C(=O)NC2(CCCCCC2)C1=O)N1CCN(S(=O)(=O)c2ccccc2)CC1	1	-1.9	-6	-2	0.7	104	2	12	0	-8
21	O=C1CS/C(=C\[N+](=O)[O-])N1c1ccccc1	-4	-0.5	4	-1	1.2	/	0	3	4	-8
22	CCCCNC(=S)NNc1c(Cl)cc(Cl)cc1Cl	-2	21	/	-3	/	115	-1	4	0	-9
23	Cc1ccc(NC(=O)C2CC(=O)N(Cc3ccco3)C2)cc1 (stereo not given)	3	0.2	-2	0	-0.1	/	-1	0	4	-3
24	Cc1ccc(S(=O)(=O)CCC(=O)OCC(=O)Nc2sccc2C#N)cc1	0	/	/	1	/	101	-2	/	/	/
25	Cc1ccccc1C(=O)NC(CC(C)C)C(=O)Nc1ccc(S(N)(=O)=O)cc1 (stereo not given)	-1	-1.4	-1	31	-1.4	105	1	-4	-2	-4
26	COc1ccc(C=O)cc1OC1C=CCCC1 (stereo not given)	3	-1.4	0	2	0.1	87	-3	2	-8	1
27	O=C(COC(=O)c1cccc(Cl)c1)NCCN1C(=O)CSC1=O	16*	-0.3	0	0	-0.1	100	0	-1	-7	-2
28	CCn1c(SCC(=O)Nc2ccc3c(c2)OCCO3)nnc1-c1ccco1	-1	-1.5	3	0	0.0	121	1	-1	-4	-7
29	CC(C)[C@@H](C(=O)OCC(=O)Nc1ccc2c(c1)OCO2)N1C(=O)c2ccccc2C1=O	1	-2.0	3	-1	2.0	95	-7	-5	3	-2
30	COc1ccc(OC)c(N(CC(=O)NCc2cccnc2)S(C)(=O)=O)c1	2	-1.0	-4	0	1.1	90	-1	3	-5	-2
31	CCN(CC)C(=O)[C@H]1C[C@H](CC(=O)NCc2cccc(C(F)(F)F)c2)C(=O)N2CCc3c([nH]c4cc(-c5ccco5)ccc34)[C@]12C	2	0.4	3	/	0.0	98	1	18	-3	-10
32	Cc1ccc(C)c(NC(=O)CSc2sc3c(O)cc(=O)[nH]c3c2C#N)c1	0	-2.1	1	/	4.7	97	5	5	5	2

Fetched by compound from the entries so far (two):
entry	mol	V-ATPase pHluor	CAL PDZ FP-1	Keap1 Nrf2 FP	NSD2 inh	C-LANA FP	Pemphigus Ab inh	DAGLB inh	Arrestin-AP2 inh	RTF Ca sens inh	CAL PDZ FP-2
13	N#Cc1nc(COc2ccc(Br)cc2)oc1NCCCn1ccnc1	-1	-2.7	-5	-2	0.1	105	0	2	-9	-3
18	CCn1cc(C(=O)N2CCN(C(=O)c3ccco3)CC2)c2cc(OC)c(OC)cc2c1=O	-1	-0.5	-6	-2	-0.7	106	0	-6	-6	0

Further records
entry	mol	V-ATPase pHluor	CAL PDZ FP-1	Keap1 Nrf2 FP	NSD2 inh	C-LANA FP	Pemphigus Ab inh	DAGLB inh	Arrestin-AP2 inh	RTF Ca sens inh	CAL PDZ FP-2
33	Cc1cccc(N2CCN(CC(=O)Nc3ccccc3[N+](=O)[O-])CC2)c1C	1	-2.3	-1	1	1.2	87	-7	18	1	1
34	Cc1csc(NC(=S)NC(=O)c2ccccc2)n1	5	-3.7	2	-1	0.3	/	-9	0	3	-3
35	CC(C)=CCC/C(C)=C/CNC(=O)C[C@H]1C[C@H](C(=O)N(C(C)C)C(C)C)[C@@]2(C)c3[nH]c4cc(-c5ccco5)ccc4c3CCN2C1=O	-2	-0.8	-4	/	-0.5	90	-8	8	-3	-1
36	COc1cc(CC(=O)Nc2ccccc2N2CCCCC2)cc(OC)c1OC	3	-0.2	-2	0	-1.4	98	-5	37	-5	8
37	O=C(Nc1nnc(SCc2ccc(F)cc2)s1)c1cccnc1Cl	-3	-1.4	-2	20	0.3	107	5	4	9	-4
38	COc1cc(OC)cc(C(=O)OCC(=O)Nc2ccc3[nH]c(=O)[nH]c3c2)c1	0	-3.3	-5	-13	-1.0	101	0	-11	-1	1
39	CC(C)(C)c1cnnn1-c1ccc([N+](=O)[O-])cc1	2	0.3	-5	3	-0.7	106	-1	-1	-7	-5
40	CCCC1(c2ccccc2)NC(=O)N(CC(=O)Nc2cc(S(=O)(=O)N3CCOCC3)ccc2Cl)C1=O (stereo not given)	3	-0.5	0	-4	-0.5	97	0	1	-8	-2
41	Cc1ccnc2nc(C(=O)OC(C)C(=O)NCc3ccccc3)nn12 (stereo not given)	1	0.2	1	1	-0.8	95	6	-6	-2	/
42	O=C(NCCc1ccccc1)c1cnc2n(c1=O)CCS2	3	-2.1	-6	-2	-0.4	106	-1	-3	0	-5
43	O=C(OCc1nnc(-c2ccccc2)o1)c1ccc(Br)o1	0	-1.1	-2	2	-0.1	101	-6	44	-3	-5
44	CN(CCc1ccccc1)C(=O)c1ccc(NC(=O)Cc2ccc(NC(=O)C3CCCN(C(=O)C4CCCC4)C3)cc2)cc1 (stereo not given)	0	0.3	-3	/	-0.1	99	-7	30	1	-1
45	CC(=O)c1cccc(OCc2cc(C(=O)N3CCSCC3)no2)c1	0	-2.4	-2	2	-2.1	116	-1	-13	-8	-3
46	COc1ccc(-c2cc3ccc(OCC(N)=O)cc3oc2=O)cc1OC	-2	-1.0	-1	-4	-0.1	103	-5	37	1	6
47	CN(Cc1ccncc1)C1CC(=O)N(c2ccc(Cl)cc2)C1=O (stereo not given)	-3	-1.0	-1	-2	0.5	108	-3	-1	-1	0
48	CC(OC(=O)CC1CCCC1)C(=O)Nc1ccc(Cl)cn1 (stereo not given)	0	1.4	0	-4	-2.0	96	-4	23	9	-6
49	CCCn1c(N)c(C(=O)CSc2nnc(Cc3cccs3)n2C2CC2)c(=O)n(C)c1=O	7	-1.4	1	-1	-2.5	110	2	-3	-6	/
50	COc1ccc(CCNC(=O)c2cc3c(cc2Cl)N2CCCCCC2=NS3(=O)=O)cc1	4	-2.0	-3	-3	0.0	97	0	7	-9	3
51	COc1ccccc1NC(=O)c1ccc(COc2ccccc2Br)o1	-2	-1.2	-4	2	-2.6	106	-14	5	-7	5
52	O=C1OCCN1C(=O)[C@H]1[C@H](c2ccccc2)C(c2ccccc2)=NN1c1ccc(Br)cc1	2	0.4	0	/	-0.7	101	-3	-9	-1	-4
53	COc1ccc(NC(=O)NC(C)c2ccc3c(c2)OCO3)cc1OC (stereo not given)	-4	-2.7	1	0	-0.9	99	-1	43	1	0
54	CC(C)CNC(=O)[C@@H]1CSC2c3ccccc3C(=O)N21 (stereo not given in full)	1	0.2	-7	-3	3.6	99	3	-1	0	-1
55	Cc1ccc(OCCOC(=O)c2cccc(S(=O)(=O)N3CC(C)OC(C)C3)c2)cc1 (stereo not given)	-4	-0.7	-9	-3	-0.1	92	-8	0	3	-5
56	O=C(NCc1ccco1)c1cc(S(=O)(=O)N2CCCC2)ccc1Cl	-3	-3.1	-1	3	-0.4	109	-4	54*	-8	-3
57	O=C(O)c1cc(Br)ccn1	0	-0.2	2	-3	0.1	104	0	-6	-7	-6

Bioassay records deposited in PubChem by several laboratories.
